Screens deposited in PubChem BioAssay by National Center for Advancing Translational Sciences (NCATS).
CBFb RUNX1 block: qHTS Assay for Compounds Blocking the Interaction Between CBF-beta and RUNX1 for the Treatment of Acute Myeloid Leukemia; Runt-related transcription factor 1 (Homo sapiens) + Core-binding factor subunit beta …; AlphaScreen CBFb-His/RUNX1-biotin binding, biochemical; Potency, µM (highest dose often 59.8 µM), for the others: at the top dose activity, negative = inhibition, hits mostly inhibitors; 230,000 tested, under 10 active; also: % of control where 0% means no effect
Target sequence (Q01196 whole entry, looked up): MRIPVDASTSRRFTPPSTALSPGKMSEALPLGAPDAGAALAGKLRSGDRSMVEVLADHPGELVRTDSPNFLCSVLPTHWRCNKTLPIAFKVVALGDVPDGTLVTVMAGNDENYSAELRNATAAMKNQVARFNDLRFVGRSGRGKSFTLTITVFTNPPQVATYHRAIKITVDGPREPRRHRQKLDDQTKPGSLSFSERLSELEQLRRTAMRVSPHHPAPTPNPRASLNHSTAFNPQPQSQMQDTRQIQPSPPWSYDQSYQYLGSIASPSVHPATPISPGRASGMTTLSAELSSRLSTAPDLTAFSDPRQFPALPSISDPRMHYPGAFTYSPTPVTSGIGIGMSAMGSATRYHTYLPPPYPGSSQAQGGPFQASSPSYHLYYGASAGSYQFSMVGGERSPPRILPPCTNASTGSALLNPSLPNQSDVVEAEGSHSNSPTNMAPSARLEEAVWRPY
Target sequence (Q13951 whole entry, looked up): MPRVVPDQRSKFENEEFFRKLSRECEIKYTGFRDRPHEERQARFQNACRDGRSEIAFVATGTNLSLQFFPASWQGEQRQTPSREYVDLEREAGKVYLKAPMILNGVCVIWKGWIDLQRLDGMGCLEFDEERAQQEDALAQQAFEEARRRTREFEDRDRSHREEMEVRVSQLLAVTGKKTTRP
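Inhibition was taken as any reduction in AlphaScreen signal from the CBF-beta–RUNX1 pair (His and biotin tags, 30 nM each), measured after compound (15 min) and bead (90 min) incubations at room temperature.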
NPSR antagonist: qHTS Assay for Antagonists of the Neuropeptide S Receptor: cAMP Signal Transduction. 220,000 tested, 1% active. Q6W5P4. CHO-NPSR cells, cAMP TR-FRET, antagonist mode. Potency, µM (top dose mostly 38.3 µM), for the others: at the highest dose activity change, negative = inhibition, hits mostly inhibitors; also: potency is read from the fitted curve at half-maximal effect; % is scaled to controls: 0 for no effect and ±100 for the full control effect; nearly all actives have a fitted effect of over 50% in size; many of its hits are not listed in these tables
Target sequence (Q6W5P4 whole entry, looked up): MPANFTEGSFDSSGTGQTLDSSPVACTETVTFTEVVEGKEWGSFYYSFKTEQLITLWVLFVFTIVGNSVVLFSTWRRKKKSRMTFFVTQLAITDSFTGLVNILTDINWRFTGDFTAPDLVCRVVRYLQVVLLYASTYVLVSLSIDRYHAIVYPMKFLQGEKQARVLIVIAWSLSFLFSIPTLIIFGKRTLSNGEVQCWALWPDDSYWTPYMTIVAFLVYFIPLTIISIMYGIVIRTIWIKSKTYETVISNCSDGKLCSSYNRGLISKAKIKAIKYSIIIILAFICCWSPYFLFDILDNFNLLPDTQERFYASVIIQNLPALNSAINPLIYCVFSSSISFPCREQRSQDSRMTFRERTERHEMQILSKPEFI
Epigenetic reg: Quantitative High-Throughput Screen for Regulators of Epigenetic Control | murine LDR cells, GFP reporter derepression, 30 h | Potency, µM (titrated, usually from 53.9 µM), for the others: at the highest dose GFP activation, hits mostly activators | 280,000 tested, 0.2% active | AID 1865, 2009; also: potency is read from the fitted curve at half-maximal effect; % of control where 0% means no effect; nearly all actives have a fitted effect of over 60% in size
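Murine LDR cells bearing a silenced CMV-driven GFP reporter were exposed to compound for 30 h at 37 C. After PBS washes, GFP-positive cells (20-120 um objects) counted by laser-scanning microplate cytometry.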
HTT aggregate: qHTS Multiplex Assay to Identify Dual Action Probes in a Cell Model of Huntington: Aggregate Formation (GFP). PC12 HttQ103-GFP aggregates, Acumen cytometry, 40 h. Potency, µM (highest dose often 46.1 µM), without a hit: top-dose activity change, negative = inhibition, usual class: inhibitors. 220,000 tested, 1.1% active. AID 1688, 2009; also: potency is read from the fitted curve at half-maximal effect; % is scaled to controls: 0 for no effect and ±100 for the full control effect; nearly all actives have a fitted effect of over 60% in size
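Inducible Q103 Huntingtin exon 1–GFP PC12 line, 1500 cells/well in phenol red free DMEM with 5% equine and 5% calf serum. Tebufenozide 100 nM induced expression; compounds titrated; aggregates quantified by cytometry.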
Lamin A splicing: qHTS Assay for Modulators of Lamin A Splicing | HeLa LMNA splicing GFP/RFP minigene ratio, 48 h | Potency, µM (doses to about 46.1 µM), inactives show at the highest dose ratio change, negative = inhibition, hits mostly inhibitors | 200,000 tested, 0.01% active; active = well fitted inhibition curve with a large enough effect in the signal ratio, with a control signal flat, not every such curve was filed as active; inconclusive = small, poorly fitted or top-dose-only effect, or effect the other way, or a change in a side signal; the % refers to the signal ratio; also: potency is read from the fitted curve at half-maximal effect; % is scaled to controls: 0 for no effect and ±100 for the full control effect
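Read-out is the ratio of GFP to DsRed2 object intensity, acquired by 488 nm laser-scanning cytometry on HeLa lamin A-EGFP minigene reporter cells. Compound incubation 48 hrs at 37 °C in Opti-MEM with 2% FBS; DMSO 0.5% final.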
Luc counter: Counterscreen for Luciferase (Kinase-Glo TM) Inhibition | AID 1379, 2008 | 200,000 tested, 0.28% active | Kinase-Glo luciferase, ATP luminescence, 8 min | Luciferin 4-monooxygenase (Photuris pensylvanica), Q27757 | Potency, µM (top dose mostly 38.3 µM), inactives show at the top dose activity change, negative = inhibition, actives largely listed as inhibitors; also: potency is read from the fitted curve at half-maximal effect; % is scaled to controls: 0 for no effect and ±100 for the full control effect; nearly all actives have a fitted effect of over 60% in size
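Recombinant Kinase-Glo luciferase, 10 uM ATP (linear range), luciferin; imidazole pH 7.2 / KCl / MgCl2 / Tween / BSA buffer; 8 min RT; luminescence.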
IMPase Li inh: qHTS Assay for Identifying the Cell-Membrane Permeable IMPase Inhibitors: Potentiation with Lithium; CHO-M1 cells, IP1 TR-FRET (IP-One), carbachol + lithium; Potency, µM (series often up to 59.4 µM), inactives show at the highest dose activity, negative = IMPase inhibition, most hits filed as inhibitors; 210,000 tested, 0.35% active; AID 1457, 2008;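 also: IP1 builds up when IMPase is blocked and the TR-FRET signal falls; potency is read from the fitted curve at half-maximal effect; plate controls were basal vehicle for no effect and high inhibitor control for full effect; nearly all actives have a fitted effect of over 50% in size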
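CHO cells stably expressing M1 receptor (2000/well) were cultured 16–30 h, then exposed to compounds with a small lithium addition for 30 min at 37C. IP1 was measured by TR-FRET competition; AC50 from Hill fits.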
Numbers without * were called inactive; ? = inconclusive; . = not tested or not shown; & = joins results of further samples; [ ] = another dose, or the depositor's remark. Unless noted, calls follow the shape of the dose curve; as a rule, active = well fitted curve in the direction sought with a large enough effect; inconclusive = small, poorly fitted or top-dose-only effect, or another doubt; inactive = no such curve, though single readings can be large; an effect the other way counts as inactive or inconclusive. This is a subset; the hit share may differ from the screen's.

Every second line gives: CBFb RUNX1 block	NPSR antagonist	Epigenetic reg	HTT aggregate	Lamin A splicing	Luc counter	IMPase Li inh
1: Cc1sc(-c2cccnc2)nc1OC(=O)C1CC1
 : 9.2%	12.9%	-2.9%	6.7%	0.6%[46 µM]	-9.7%	5.2%
2: S=C1NC(c2ccccc2)N2C(=S)NC(c3ccccc3)N12 (configuration not stated)
 : 4.9%	0.8%[46.1 µM]	-1.0%	-25.3%	10.6%	2.8%	22.4%[38.3 µM]
3: COC(=O)c1ccc(Sc2ccc(C)cc2)c(N)c1
 : 23.6%	-12.4%[46.1 µM]	-0.5%	2.1%	?	-0.5%	-11.0%[38.3 µM]
4: Cc1cc(C)c2c(=O)[nH]cnc2n1
 : ?	19.1%	0.8%	-11.0%	-3.0%[46 µM]	-0.1%	-4.9%
5: CC1(C)C(=O)CC[C@@]2(C)C1CC(O)[C@@]1(C)C3=CC(=O)OC(c4ccoc4)[C@]3(C)CCC21 (some centres not stated)
 : 7.8%	.	-1.3%	.	.	-4.7%	10.7%
6: CCCCC(O)(CCCC)C(=O)NN(C(=O)CCl)c1ccccc1
 : -1.8%	-41.9%	1.0%	-13.8%[1.84 µM]	?	-1.9%	8.4%
7: COc1ccc(CC(=O)NC(C)c2nnc(SCC(=O)Nc3ccccc3F)n2C)cc1 (configuration not stated)
 : -0.3%	2.2%	-0.1%	13.6%	?	1.5%	-1.9%
8: COc1ccccc1CN1C[C@@H]2C[C@@H](C3=Cc4cccc(OC)c4OC3)N3CCC[C@@]23C1=O
 : -6.9%	28.3%	-1.2%	-25.4%[9.22 µM]	.	.	10.9%
9: O=C(CSc1nnc(-c2ccccn2)n1-c1ccccc1)Nc1ccc2c(c1)OCO2
 : 3.2%	-7.0%[46.1 µM]	0.7%	11.0%	?	-3.5%	-8.9%[38.3 µM]
10: CCOC(=O)c1[nH]c2ccccc2c1NC(=O)c1ccc(Br)o1
 : -2.4%	-0.9%	2.1%	-16.4%	?	3.9%	7.0%
11: CN1C[C@@H]2C(c3ccc(Cl)nc3)C3(c4ccccc4)CC2(C3)[C@H]1c1ccccc1 (some centres not stated)
 : 7.1%&11.3%	3.98µM*	4.9%&-0.7%	-28.1%[9.22 µM]	.	1.1%	11.8%
12: c1ccc2c(c1)nc1n2CN(Cc2ccc3c(c2)OCO3)CN1
 : 0.6%	-9.1%[46.1 µM]	2.0%	10.0%	-5.1%	-0.3%	1.2%[38.3 µM]
13: C=C(C)CSc1nc2ccccc2[nH]1
 : 12.4%	9.6%	0.2%	-22.0%	3.6%	-13.9%	-6.9%
14: CC1=C(C(=O)Nc2ccccc2F)C(c2ccsc2)C2=C(CC(c3ccccc3)CC2=O)N1 (configuration not stated)
 : 25.7%	?	2.8%	-16.1%	16.3%	1.0%	-41.1%[38.3 µM]
15: Cc1ccc(C(CC(=O)c2ccc(Cl)cc2)C(=O)O)cc1 (configuration not stated)
 : 14.9%	-5.4%	-4.0%	-11.2%	-9.3%[46 µM]	-0.3%	6.7%
16: O=C(C1CC1)N(CCN(C(=O)C1CC1)c1ccccc1)c1ccccc1
 : -0.5%	-28.0%[46.1 µM]	-0.9%	?	-4.1%	-2.7%	-4.2%[38.3 µM]
17: Cc1ccc(Oc2ncc(CN3CC(C)OC(C)C3)s2)cc1 (configuration not stated)
 : 1.4%	-10.7%[46.1 µM]	2.0%	2.0%	5.5%	-1.7%	0.9%[38.3 µM]
18: Cc1c(C(=O)C(=O)NCC2CCCO2)c2ccccc2n1C (configuration not stated)
 : 9.6%	5.4%	-4.2%	11.0%	.	1.7%	0.9%
19: COc1ccc(-n2c(C)cc(-c3cn4cccc(C)c4n3)c2C)cc1
 : -29.5%	-33.2%	0.0%	21.2%	?	-0.7%	12.7%
20: O=C(CN(C(=O)c1csnn1)c1ccc(F)cc1)NCc1ccc(F)cc1
 : 2.3%	-9.2%	-4.5%	-5.8%[9.22 µM]	.	-3.9%	6.2%
21: Cc1cc(C)cc(NC(=O)C(OC(=O)C2=COCCO2)c2ccccc2)c1 (configuration not stated)
 : -0.8%	-6.3%[46.1 µM]	0.0%	-8.6%	-14.1%	-0.4%	11.2%
22: COc1ccc(N(CCN2C(=O)c3ccccc3C2=O)C(=O)c2cccc([N+](=O)[O-])c2)cc1
 : -10.4%	-24.0%[46.1 µM]	0.0%	-14.3%	-7.4%	.	.
23: Cc1ccc(NC(=O)COC(=O)c2ccc3c(c2)OCCO3)cc1S(=O)(=O)N1CCOCC1
 : -2.5%	8.6%	0.2%	-1.1%	22.2%[46 µM]	-3.4%	1.5%
24: COc1ccc(C(CC(=O)N2CCN(c3ccccc3)CC2)c2c(OC)cc(OC)c3ccc(=O)oc23)cc1 (configuration not stated)
 : -25.7%&6.9%	-36.4%	0.5%	5.4%[9.22 µM]	.	.	.
25: O=C1NCC(COCC2CC=CCC2)O1 (configuration not stated)
 : 3.2%	-10.4%[46.1 µM]	0.0%	7.5%	?	-5.7%	11.0%[38.3 µM]
26: O=C(O)c1ccc(CSc2ncn[nH]2)cc1
 : -2.2%	-5.6%[46.1 µM]	5.5%	-10.3%	-3.2%	1.9%	12.6%[38.3 µM]
27: O=C(NCCc1csc(-c2ccccc2)n1)c1ccccc1F
 : -5.1%	-10.6%	-1.4%	29.9%[9.22 µM]	.	.	.
28: Cc1cc(C(F)(F)F)nn1Cc1n[nH]c(=S)n1Cc1ccccc1
 : -1.7%	11.7%[46.1 µM]	0.0%	1.4%	-10.4%	-1.8%	5.7%
29: CCc1nc(-c2ccccc2)c2ccccn12
 : 14.9%	9.5%	0.0%	0.2%	.	-1.7%	-5.2%
30: CCC(C)c1ccc(NC(=O)C2CCN(c3ncccn3)CC2)cc1 (configuration not stated)
 : 17.5%	-27.9%[46.1 µM]	0.0%	-10.2%	?	1.8%	11.2%
31: CN(C)CCC(c1ccc(Cl)cc1)c1ccccn1 (configuration not stated)
 : -6.3%	?	-0.1%&-1.1%&0.2%	14.2%	?	-1.9%&-3.2%	15.7%&13.6%&17.8%
32: COC(=O)Cn1c(CN2CCOCC2)nc2c1c(=O)[nH]c(=O)n2C
 : 11.6%	-4.5%[46.1 µM]	1.1%	-17.0%	-13.3%	-0.2%	17.6%[38.3 µM]
33: CS(=O)(=O)N1CCN(c2c(Cl)cccc2[N+](=O)[O-])CC1
 : 1.3%	7.2%[46.1 µM]	-1.1%	-14.0%	-6.7%	-2.1%	14.9%[38.3 µM]
34: Nc1cc(Cl)ccc1N1CCOCC1
 : -2.7%	-12.9%[46.1 µM]	1.9%	-5.1%	-1.0%	-2.7%	28.4%[38.3 µM]
35: c1ccc2nc3c(nc2c1)[nH]c1ccccc13
 : -4.4%	-3.0%[46.1 µM]	-2.6%	-2.7%	-1.8%	-4.4%	-18.7%[38.3 µM]
36: COC(=O)c1cccc(NC(=O)Cn2cnc3c2c(=O)n(C)c(=O)n3C)c1
 : 3.2%	1.1%[46.1 µM]	0.0%	-32.2%	1.4%	22.2%	28.8%[38.3 µM]
37: COc1ccc(/C=C/C(=O)OCC(=O)Nc2cc3oc4ccccc4c3cc2OC)cc1
 : 3.3%	-8.9%	-0.1%	-3.7%	-13.7%[46 µM]	-0.3%	5.4%
38: COc1cccc(/C=c2\s/c(=C/C(=O)c3ccc(C)cc3)[nH]c2=O)c1OC
 : 4.1%	-6.4%	-1.1%	0.1%	-13.4%	1.6%	12.8%
39: CCCC(C)C(=O)Nc1ccc(S(N)(=O)=O)cc1 (configuration not stated)
 : 8.9%	10.9%	-3.0%	27.3%	.	1.6%	0.9%
40: CCOC(=O)C1=C(C)NC(=O)CC1c1cc2c(cc1Br)OCO2 (configuration not stated)
 : 0.3%	-17.1%[46.1 µM]	-0.7%	-1.4%	9.7%	0.9%	2.4%[38.3 µM]
41: CCCCNC(=O)COC(=O)CCC(=O)c1cccs1
 : -7.3%	21.7%	-1.0%	9.9%	-11.8%	0.3%	2.6%
42: O=C(C1CCCN(S(=O)(=O)c2ccc(F)cc2)C1)N1CCCC1 (configuration not stated)
 : 4.7%	8.4%[46.1 µM]	0.0%	-2.3%	14.6%	-1.0%	10.3%[38.3 µM]
43: CC(C)CC(=O)NC(=S)Nc1nc(-c2ccccc2)cs1
 : -8.0%	-8.6%[46.1 µM]	5.6%	-19.9%	-7.8%	2.9%	?
44: CCN(CC)c1ncnnc1-c1ccccc1
 : -14.7%	7.3%	-0.9%	-0.6%	-3.0%	-6.6%	-2.4%
45: O=C(CSc1n[nH]c(=O)[nH]c1=O)N1CCCCCC1
 : -1.8%	-17.2%	0.1%	-10.9%[9.22 µM]	.	.	.
46: CCOC(=O)N1CCN(c2ccc(Cl)cc2)CC1
 : 2.8%	10.4%	-0.9%	-2.4%	4.7%	2.1%	2.7%
47: CSc1nc2nc(-c3ccccc3)cc(C(F)(F)F)n2n1
 : 1.4%	11.3%[46.1 µM]	1.0%	3.2%	-7.0%	1.4%	26.0%[38.3 µM]
48: Cc1ccc(O)c(C(=O)c2cnn(C(=O)Cc3csc(C)n3)c2)c1
 : -0.6%	4.7%[46.1 µM]	0.0%	22.4µM*	13.6%	0.0%	6.3%[38.3 µM]
49: Cc1ccc(NC(=O)COC(=O)c2ccccc2-c2nc3ccccc3s2)c(C)c1
 : 13.3%	-25.5%	0.0%	-4.8%	?	-0.4%	8.4%
50: N/C(=N\OC(=O)c1ccc(Cl)cc1Cl)c1ccc(Cl)cc1
 : 1.2%	-8.3%[46.1 µM]	0.0%	13.6%	24.8%	-6.7%	-3.2%[38.3 µM]
51: Nc1ccc(Oc2ccc3nc(-c4ccccc4)c(-c4ccccc4)nc3c2)cc1
 : 2.9%	-14.2%[46.1 µM]	-1.2%	8.6%	?	-2.8%	-4.0%[38.3 µM]
52: COc1ccc(-c2ncccc2O)cc1
 : -2.5%	-12.9%[46.1 µM]	-0.3%	0.4%	8.0%	-6.3%	15.7%[38.3 µM]
53: Cc1c(C(=O)NN2CCN(C)CC2)cccc1[N+](=O)[O-]
 : -3.0%	-3.2%[46.1 µM]	-1.3%	-14.3%	-4.9%	-2.0%	-3.6%[38.3 µM]
